Source: PubChem (National Center for Advancing Translational Sciences (NCATS))
HADH2 inh = qHTS Assay for Inhibitors of HADH2 (Hydroxyacyl-Coenzyme A Dehydrogenase, Type II); 3-hydroxyacyl-CoA dehydrogenase type-2 (Homo sapiens), Q99714; recombinant HADH2, NADH fluorescence, beta-hydroxybutyryl-CoA; Potency, µM (series often up to 57.1 µM), inactives show top-dose activity change, negative = inhibition, most hits filed as inhibitors; 3.4% of 73,000 active; AID 886, 2007; also: potency is read from the fitted curve at half-maximal effect; % is scaled to controls: 0 for no effect and ±100 for the full control effect; nearly all actives have a fitted effect of over 60% in size; many of its hits are not listed in these tables
Target sequence (Q99714 whole entry, looked up, one chain of several): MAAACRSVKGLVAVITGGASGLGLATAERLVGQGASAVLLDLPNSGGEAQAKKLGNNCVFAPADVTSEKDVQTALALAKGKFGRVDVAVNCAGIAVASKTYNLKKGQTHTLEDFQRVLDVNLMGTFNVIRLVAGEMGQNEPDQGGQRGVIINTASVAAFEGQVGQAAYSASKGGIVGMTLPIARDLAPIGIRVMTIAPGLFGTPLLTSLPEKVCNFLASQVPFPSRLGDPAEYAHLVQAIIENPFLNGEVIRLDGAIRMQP
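E. coli-expressed His-tagged HADH2 tested at 20 nM in alkaline Tris buffer (pH 9.0); oxidation of 90 uM beta-hydroxybutyryl-CoA with 1 mM NAD+ tracked fluorimetrically for 4 min.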
CRE-bla Fsk = Cell signaling CRE-BLA (Fsk stim); Potency, µM (titrated, usually from 38.2 µM), for inactives: at the top dose activity change, negative = inhibition, hits mostly activators; AID 662, 2007; 2.5% of 71,000 active; CHO CRE-bla reporter (cAMP response element driving beta-lactamase), forskolin EC10, beta-lactamase ratio; active = well fitted activation curve with a large enough effect in the signal ratio, with a control signal flat, not every such curve was filed as active; inconclusive = small, poorly fitted or top-dose-only effect, or effect the other way, or a change in a side signal; the % refers to the signal ratio; also: potency is read from the fitted curve at half-maximal effect; % of control where 0% means no effect
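CRE-bla CHO cells stimulated with EC10 NKH 477 (water-soluble forskolin) and compound titrations, 3 h at 37C; beta-lactamase read with CCF4 after 2 h at room temperature. Activity from 460/530 nm emission ratio, AC50 values for positive or negative modulation.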
BRCT PPI red = qHTS Assay for Inhibitors of BRCT-Phosphoprotein Interaction (Red Fluorophore); Potency, µM (series often up to 76.9 µM), for the others: at the top dose activity change, negative = inhibition, usual class: inhibitors; AID 892, 2007; BRCT-phosphopeptide binding, red fluorescence polarization; Breast cancer type 1 susceptibility protein (Homo sapiens), P38398; 0.03% of 75,000 active; also: % is scaled to controls: 0 for no effect and ±100 for the full control effect
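Rhodamine-labelled pBACH1 10-mer (100 nM) bound to BRCT domain (100 nM) at pH 7.3; compounds incubated 12 min room temperature, polarization read. Free peptide defines full inhibition; unlabelled decapeptide titrated as control.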
USP2a inh = qHTS Assay for Inhibitors of Ubiquitin-specific Protease USP2a; Potency, µM (highest dose often 38.3 µM), for inactives: at the highest dose activity change, negative = inhibition, usual class: inhibitors; AID 927, 2007; Ubiquitin carboxyl-terminal hydrolase 2 (Homo sapiens), O75604; 0.1% of 60,000 active; USP2a enzymatic assay, qHTS inhibition;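 also: potency is read from the fitted curve at half-maximal effect; nearly all actives have a fitted effect of over 60% in size; plate controls were DMSO for no effect and NEM full inhibition control for full effect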
Target sequence (O75604 whole entry, looked up): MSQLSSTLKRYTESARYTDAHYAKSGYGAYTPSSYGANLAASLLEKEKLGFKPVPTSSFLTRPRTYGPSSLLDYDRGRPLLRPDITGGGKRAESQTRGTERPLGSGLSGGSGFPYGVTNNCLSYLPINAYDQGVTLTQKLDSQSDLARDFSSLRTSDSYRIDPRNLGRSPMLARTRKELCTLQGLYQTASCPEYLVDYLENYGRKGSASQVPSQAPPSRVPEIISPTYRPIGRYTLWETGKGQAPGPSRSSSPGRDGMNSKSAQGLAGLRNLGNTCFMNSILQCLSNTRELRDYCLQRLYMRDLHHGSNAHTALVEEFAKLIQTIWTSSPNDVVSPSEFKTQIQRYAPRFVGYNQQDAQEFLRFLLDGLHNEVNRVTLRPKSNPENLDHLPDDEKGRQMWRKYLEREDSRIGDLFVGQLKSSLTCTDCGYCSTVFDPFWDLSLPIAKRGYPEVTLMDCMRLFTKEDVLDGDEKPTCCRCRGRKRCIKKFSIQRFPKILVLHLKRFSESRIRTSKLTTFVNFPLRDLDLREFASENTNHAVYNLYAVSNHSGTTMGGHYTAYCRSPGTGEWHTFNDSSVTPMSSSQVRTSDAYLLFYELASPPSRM
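USP2 core (20 nM final) was preincubated with compound for 30 min at RT in 20 mM Tris-HCl pH 8.0, 2 mM CaCl2, 2 mM beta-mercaptoethanol; Ub-PLA2 (20 nM) plus NBD C6-HPC (20 uM) then added, fluorescence read after 2.5 h.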
Epigenetic mod = qHTS Assay for Epigenetic Modulators; mouse C127i GFP locus derepression, cytometry, 30 h; Potency, µM (top dose mostly 46.1 µM), inactives show top-dose GFP derepression (activation); 0.09% of 68,000 active; AID 597, 2007; also: % of control where 0% means no effect
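Locus derepression in mouse mammary C127i cells whose integrated CMV-GFP reporter is normally silent; GFP expression after 30 h compound treatment was quantified by counting fluorescent cells.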
UbGFP stabilizer = Ubiquitin-GFP Assay; 67,000 tested, under 10 active; Ubiquitin-GFP reporter cells, proteasome inhibition, GFP fluorescence; response scale: untreated = 0%, 10 µM MG-132 = 100%; Potency, µM (doses to about 45.9 µM), for the others: at the highest dose activation (GFP accumulation), most hits filed as activators; active = well fitted activation curve with a large enough effect, not every such curve was filed as active; inconclusive = small, poorly fitted or top-dose-only effect, or another doubt; inactive = no such curve, though single readings can be large or run the other way; also: potency is read from the fitted curve at half-maximal effect
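Reporter cells (U2OS, ubiquitin-G76V-GFP fusion) are plated overnight, then treated 4 hr at 37 °C with compound titrations from 46 uM down to 2.9 nM. Activity is scaled against untreated cells and 10 uM MG-132.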
BRCT inh green = qHTS Assay for Inhibitors of BRCT-Phosphoprotein Interaction (Green Fluorophore) | 0.05% of 75,000 active | Potency, µM (doses to about 76.9 µM), without a hit: top-dose activity change, negative = inhibition, hits mostly inhibitors | AID 875, 2007 | BRCA1 BRCT-phosphopeptide binding, green fluorescence polarization;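 also: potency is read from the fitted curve at half-maximal effect; plate controls were peptide without protein for full effect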
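Fluorescence polarization: His-tagged BRCT (~35 kDa BRCA1 C-terminus, 250 nM) bound to 100 nM fluorescein-labeled phosphorylated 10-aa BACH1 peptide, pH 7.3 phosphate buffer with DTT and Tween 20. Compounds incubated 12 min at room temperature; inhibition read as lowered polarization.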
Hsp90 Hop PPI = qHTS Assay for Disrupters of an Hsp90 Co-Chaperone Interaction. AlphaScreen TPR2A-His6 binding biotin-Hsp90 C-terminal peptide. 0.44% of 71,000 active. Hsp90 C-terminal peptide / TPR2A (Hop) interaction, human. Potency, µM (highest dose often 57 µM), inactives show top-dose activity change, negative = inhibition; active = well fitted curve in either direction with a large enough effect; inconclusive = small, poorly fitted or top-dose-only effect, or another doubt; also: potency is read from the fitted curve at half-maximal effect; % is scaled to controls: 0 for no effect and ±100 for the full control effect; many of its hits are not listed in these tables
DNA Pol III inh = qHTS Assay for Inhibitors of DNA Polymerase III Holoenzyme System. reconstituted DNA polymerase III holoenzyme replication, biochemical. Potency, µM (highest dose often 57.1 µM), for inactives: at the highest dose activity change, negative = inhibition. 0.25% of 71,000 active; also: potency is read from the fitted curve at half-maximal effect; % is scaled to controls: 0 for no effect and ±100 for the full control effect
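Reconstituted *E. coli* holoenzyme (0.35 nM Pol III, 1 nM beta, 154 nM SSB, 2 nM primase) was preincubated with compound for 15 min at RT. Synthesis on 1.4 nM ssM13Gori ran 35 min, then was stopped with PicoGreen/EDTA and read as dsDNA fluorescence.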
ALOX15 inhib = qHTS Assay for Inhibitors of 15-hLO (15-human lipoxygenase) | Polyunsaturated fatty acid lipoxygenase ALOX15 (Homo sapiens), P16050 | purified 15hLO-1, xylenol orange hydroperoxide absorbance | Potency, µM (doses to about 57.1 µM), for inactives: at the highest dose activity change, negative = inhibition, usual class: inhibitors | 1.4% of 74,000 active; also: potency is read from the fitted curve at half-maximal effect; % is scaled to controls: 0 for no effect and ±100 for the full control effect; nearly all actives have a fitted effect of over 55% in size
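Purified human 15hLO-1 (40 nM) in 25 mM Hepes pH 7.5, 0.01% Triton X-100, preincubated 15 min RT with compound, then 50 uM arachidonic acid for 6 min. Hydroperoxide read by ferrous/xylenol orange, 30 min; 573/405 nm absorbance ratio gave progress.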
HBB splicing = qHTS Assay for Modulators of Hemoglobin Beta Chain Splicing. HBB splicing reporter cell assay, activation; EGFP reporter with mutant IVS2-654 intron; response scale: normalised to 500 nM splice-correcting PNA. Potency, µM (series often up to 46.1 µM), for the others: at the highest dose activation, actives largely listed as activators. 0.06% of 65,000 active. AID 925, 2007; also: potency is read from the fitted curve at half-maximal effect; 0% is about no effect
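Compounds were applied for 2 days to HeLa EGFP-654 cells, 500/well in Optimem with 2% FCS. The reporter's EGFP is disrupted by mis-splicing of beta-globin intron IVS2-654. Readout: summed well GFP fluorescence from 488 nm laser scanning; reference was 500 nM antisense […] 654 PNA.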
The depositor's hits bear a star; u = inconclusive; x = no result given; & = joins results of further samples; [ ] = dose if it differs, or a comment. Unless noted, calls follow the shape of the dose curve; as a rule, active = well fitted curve in the direction sought with a large enough effect; inconclusive = small, poorly fitted or top-dose-only effect, or another doubt; inactive = no such curve, though single readings can be large; an effect the other way counts as inactive or inconclusive. The list is partial; count on the stated rates, not on these rows.

molecule	HADH2 inh	CRE-bla Fsk	BRCT PPI red	USP2a inh	Epigenetic mod	UbGFP stabilizer	BRCT inh green	Hsp90 Hop PPI	DNA Pol III inh	ALOX15 inhib	HBB splicing
CC12CCCCC1(O)[N+](=O)C1=C(CCCC1)N2[O-] (centres undefined)	-28.1%	20.4%	-2.5%	-9.6%	-1.6%	-2.6%	-3.3%	-5.4%	-5.7%	u	-0.9%[0.369 µM]
c1cc2ccc3cccc4ccc(c1)c2c34	31.6µM*	7.0%	-3.9%	x	x	x	0.8%	u	u	-1.2%	1.1%
C[C@@]12CC[C@@H]3c4ccc(O)cc4C[C@H](CCCCCCCCCS(=O)CCCC(F)(F)C(F)(F)F)[C@H]3[C@@H]1CC[C@@H]2O (some centres undefined)	1.2%	u	1.9%	x	0.0%	1.3%	0.1%	-6.0%	3.5%	u	x
O=C(Cc1ccccc1)N1CCN(C/C=C/c2ccccc2)CC1	3.9%	u	1.1%	35.1%[activator]	1.8%	-4.5%	0.6%	0.2%	-4.5%	-3.1%	1.0%
CCC(=NCC1CCCO1)c1c(O)n(-c2ccc(Cl)cc2)c(=O)[nH]c1=O (centres undefined)	-2.1%	8.5%	-0.8%	1.9%	1.6%	-3.5%	-2.1%	-7.5%	1.1%	1.5%	-0.8%[0.369 µM]
O=C(O)[C@H]1C2c3ccccc3C(c3ccccc32)[C@@H]1C(=O)NCC1CC1	14.8%[11.4 µM]	0.1%[7.6 µM]	-1.2%[15.4 µM]	x	6.9%[9.22 µM]	-1.9%[9.17 µM]	-2.9%[15.4 µM]	-0.9%[11 µM]	-6.7%[11.4 µM]	1.1%[11.4 µM]	-1.3%[9.22 µM]
O=c1c2ccccc2nc(-c2ccco2)n1-c1cccnc1	-9.8%	u	-2.7%	-1.1%	-1.8%	15.9%	-2.8%	-0.6%	-0.5%	0.2%	0.3%
C(#CCN1CCOCC1)COC/C=C/c1ccccc1	17.7%	2.1%	0.5%	-3.3%	1.2%	1.7%	-1.8%	-0.9%	2.4%	4.1%	x
Cc1oc(-c2ccc(Cl)cc2)nc1CS(=O)CC(=O)N1CCC2(CC1)OCCO2 (centres undefined)	3.4%	-0.3%	-1.6%	9.5%	-1.2%	4.1%	0.0%	0.7%	-6.1%	3.9%	-3.1%
Cc1ccc(C)c(CN2CCC(n3nnc4cc(F)ccc43)CC2)c1	-0.5%	u	-0.5%	0.9%	0.0%	-1.3%	-1.8%	-3.1%	-2.3%	-5.3%	-0.5%
CN1CCN(c2ccc([N+](=O)[O-])c3[nH]o[n+](=O)c23)CC1	-21.8%[11.4 µM]	u	-0.8%[15.4 µM]	x	0.0%[9.22 µM]	1.1%[9.17 µM]	-4.0%[15.4 µM]	-8.2%[11 µM]	-4.7%[11.4 µM]	-8.0%[11.4 µM]	0.3%[9.22 µM]
Ic1cncc(OC[C@@H]2CCN2)c1	-3.4%	-8.8%	0.1%	x	1.7%	-2.5%	1.2%	3.4%	-0.5%	3.3%[25.6 µM]	x
Cc1ccc(C2(O)CC(C)N(C)CC2C)cc1 (centres undefined)	3.9%	-1.7%	0.3%	-2.7%	-3.9%	4.5%	-2.8%	-3.4%	-1.5%	-14.4%	-3.7%
Cc1ccc(Cn2ccc(NC(=O)c3cc(-c4ccco4)on3)n2)cc1	0.7%	u	0.1%	35.1%[activator]	-2.1%	9.5%	10.9%	-2.8%	-4.3%	u	-0.8%
CC(C)(OOC(C)(C)c1ccccc1)c1ccccc1	0.7%	-4.2%	-0.8%	x	x	x	-1.7%	21.4%	3.3%	-0.6%	0.8%
Cn1cnc(CCN)c1	13.4%	-6.3%	-1.5%	-0.6%	-2.2%	0.1%	-0.6%	-5.3%	-4.9%	6.9%	1.0%
CCOc1ccc2[nH]c(=O)c(CN(CCO)C3(c4nnnn4C4CCCCC4)CCCCC3)cc2c1	u	-2.4%	-3.1%	39.2%[activator]	-0.1%	-1.9%	-0.7%	-2.0%	-8.1%	u	-0.4%
c1ccc(C2CC2)c(OCC2=NCCN2)c1	u	-25.3%&-5.7%	1.4%&-2.6%	0.2%	2.4%&-2.8%	7.7%&4.9%	-3.9%&1.6%	1.4%&-2.1%	-4.0%&0.4%	5.6%[25.6 µM]	0.5%
C[C@@H]1[C@@H]2Cc3ccc(O)cc3[C@@]1(C)CCN2CC1CC1	14.4%	-0.8%	0.6%	-0.4%	0.0%	-4.8%	-1.5%	-3.8%	-8.5%	7.8%	-1.0%
C=C1N2CCC(CC2)C1(O)c1ccccc1C (centres undefined)	13.6%	-12.2%	0.6%	-0.5%	2.2%	-0.5%	0.1%	-2.4%	2.6%	3.1%	1.8%[0.369 µM]
CC(C)Nc1ccc(Nc2ccccc2)cc1	u	u	0.3%	x	x	x	3.4%	u	-4.2%	u	-0.3%
COc1ccc2c(c1O)-c1cccc3c1[C@H](C2)N(C)CC3	20µM*	2.4%	-0.5%	-1.7%	-1.1%	-8.2%	0.6%	-4.2%	3.2%	-4.9%	4.3%
C(=C/c1ccccc1)/CN1CCN(CCOC(c2ccccc2)c2ccccc2)CC1	0.2%	u	-1.0%	x	7.4%	-2.6%	0.3%	-5.5%	1.6%	6.0%[25.6 µM]	x
Fc1ccc2c(c1)nnn2C1CCN(Cc2nnnn2CCc2ccccc2)CC1	-5.3%	u	-0.6%	138.7%[activator]	-1.5%	-5.6%	-1.9%	-2.6%	0.2%	-21.0%	x
O=C(Cc1ccccc1)OC(COCc1ccccc1)CN1CCOCC1 (centres undefined)	20.6%	-8.5%	-1.2%	-7.4%	-2.2%	-1.8%	-1.0%	4.0%	10.1%	-15.6%	1.0%[57.5 µM]
C[C@@H]1CC[C@@H]2N(C1)C[C@H]1[C@@](O)([C@H](O)C[C@]3(O)[C@H]4CC[C@H]5[C@]6(O)O[C@]4(C[C@]13O)[C@@]5(C)CC[C@@H]6O)[C@@]2(C)O	-0.2%[11.4 µM]	6.3%[7.6 µM]	0.1%[15.4 µM]	x	-2.2%[9.22 µM]	2.3%[9.17 µM]	-2.5%[15.4 µM]	3.5%[11 µM]	-25.8%[11.4 µM]	1.1%[11.4 µM]	2.2%[9.22 µM]
S=C=Nc1cccc(C2(N3CCCCC3)CCCCC2)c1	-20.9%&0.5%	u	-1.4%	x	1.1%&0.5%	9.4%&-1.6%	0.6%	-5.5%&-5.6%	-4.3%&1.1%	-7.8%[25.6 µM]	0.0%
[O]=[Cd]	-5.9%	-3.9%	0.7%	x	x	x	-1.5%	2.5%	-3.4%	-1.1%	0.9%
CO[C@@H](C)[C@](O)(C(=O)OCC1=CCN2CC[C@@H](O)[C@H]12)C(C)C	7.3%[25.6 µM]	-7.5%[17.1 µM]	0.0%[34.4 µM]	-4.7%[17.1 µM]	3.4%[20.6 µM]	-2.1%[20.5 µM]	-1.7%[34.4 µM]	-4.0%[26 µM]	-3.6%[25.6 µM]	11.8%[25.6 µM]	3.0%[20.6 µM]
COc1ccc(C(=O)C(Cc2ccccc2)N(C)C)cc1 (centres undefined)	4.2%	0.9%	-1.1%	3.0%	2.1%	-3.0%	0.5%	-4.5%	-18.3%	1.0%	-0.3%
CCCNC(=O)N1C2CCC1CC(O)(c1cccnc1)C2 (centres undefined)	-6.9%	1.3%	-1.7%	3.6%	0.0%	-4.5%	-3.0%	-1.1%	-5.6%	1.7%	x
